MOR-DOR inv ag – inverse agonists of MOR-DOR heterodimerization, primary screen, cell-based, luminescence; cell-based MOR-DOR heterodimer luminescence, inverse agonism; actives 0.21% (n = 340,000); inhibition, % at 9.3 µM; Mu-type opioid receptor (Homo sapiens) + Delta-type opioid receptor (Homo sapiens), …; in the data active = inhibition above about 22%, passing the limit was not always enough;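 note: 0% = cells with DMSO and 100% = wells without cells with DMSO; values of inactives mirror those of a sister screen read the other way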
Target sequence (P35372 whole entry, looked up): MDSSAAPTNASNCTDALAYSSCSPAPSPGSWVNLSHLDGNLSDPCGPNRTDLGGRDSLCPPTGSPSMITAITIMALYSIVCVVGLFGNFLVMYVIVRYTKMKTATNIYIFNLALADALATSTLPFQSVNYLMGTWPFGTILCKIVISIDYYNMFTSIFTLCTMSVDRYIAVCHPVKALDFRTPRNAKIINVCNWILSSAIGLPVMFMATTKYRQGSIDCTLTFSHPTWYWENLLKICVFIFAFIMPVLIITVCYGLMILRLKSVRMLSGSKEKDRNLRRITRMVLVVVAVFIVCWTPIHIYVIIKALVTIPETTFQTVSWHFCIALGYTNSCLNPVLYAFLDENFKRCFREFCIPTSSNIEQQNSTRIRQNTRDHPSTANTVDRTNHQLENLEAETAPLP
Target sequence (P41143 whole entry, looked up): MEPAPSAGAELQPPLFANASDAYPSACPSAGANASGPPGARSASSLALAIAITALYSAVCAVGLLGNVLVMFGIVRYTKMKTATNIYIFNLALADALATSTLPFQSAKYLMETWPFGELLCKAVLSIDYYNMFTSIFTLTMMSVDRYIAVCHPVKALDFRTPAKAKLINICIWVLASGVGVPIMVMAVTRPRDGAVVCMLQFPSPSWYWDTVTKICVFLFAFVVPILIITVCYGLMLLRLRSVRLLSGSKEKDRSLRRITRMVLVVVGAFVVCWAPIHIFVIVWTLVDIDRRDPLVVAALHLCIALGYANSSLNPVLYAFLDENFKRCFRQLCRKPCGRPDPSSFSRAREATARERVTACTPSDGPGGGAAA
PKA-R1A act – activators of PKA-R1A holoenzyme, primary screen, biochemical, fluorescence polarization, Cy5-IP20, bovine R1A, mouse PKAc | cAMP-dependent protein kinase type I-alpha regulatory subunit (Bos taurus) + … | PKA-R1A dissociation; scaled: DMSO 0%, 113 µM cGMP 100% | activation, % at 11.4 µM | actives 0.083% (n = 340,000) | AID 504707, 2011;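 active = percent activation above the mean of all tested compounds plus 3 SD, cut at about 19% in these data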;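 note: higher means more PKAc released from R1A so a rise in polarization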
HTR5A inv ctr – HTR5A inverse agonists in luminescence cell assay, primary screen, counter-screen for OPRM1-OPRD1 heterodimer inverse agonist project, full-deck HTS; 5-hydroxytryptamine receptor 5A (Homo sapiens), P47898; HTR5A cell line, inverse agonism; inhibition, % at 9.3 µM; actives 0.083% (n = 340,000); in the data active = inhibition mostly above about 23%, no sharp cut-off; inactive = mostly below about 18%;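 note: 0% = cells with DMSO and 100% = no-cell wells with DMSO; some compounds called inactive have numbers as strong as hits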
SUMO Mot1 rescue – yeast Mot1-301 growth rescue at high temperature, primary screen, SUMOylation pathway inhibitor project, S. cerevisiae, ATP luminescence, 38.5C; S. cerevisiae Mot1-301 growth rescue; percent above DMSO median, 100 means doubled; actives 1% (n = 320,000); AID 2716, 2010; growth rescue, % at 18.8 µM;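 active = every valid replicate shows activation above 250% relative to neutral control wells; inactive = the rest, any valid replicate at or below 250%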;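 note: OY570 slx delta 5 strain wells were the positive control but not used for scaling; some compounds called inactive have numbers as strong as hits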
AddAB inh – growth inhibition of E. coli expressing H. pylori AddAB, primary screen, AddAB inhibitor project, absorbance; inhibition, % at 11.9 µM; actives 0.29% (n = 330,000); in the data active = inhibition above about 12%;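 note: 0% = vehicle wells of infected cells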
phage Ecoli inh – growth loss of phage-infected E. coli, primary screen, RecBCD inhibitor project, absorbance, with phage, HTS; actives 0.26% (n = 360,000); inhibition, % at 11.9 µM; AID 651602, 2012; in the data active = inhibition above about 11%
E coli growth – E. coli V3065 growth inhibition, primary screen, counter-screen for AddAB inhibitor project, absorbance, OD600. 18 h. actives 0.27% (n = 330,000). inhibition, % at 11.9 µM;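 active = inhibition above the campaign's mean inhibition across all tested compounds plus 3 SD, cut at about 9.9% in these data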;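 note: uninfected addAB+ strain grown without phage in ampicillin broth; 0% = DMSO wells and 100% = ciprofloxacin 0.95 µg/ml wells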
PfHsp90 set2 – growth inhibition of PfHsp90-expressing yeast, primary screen, antimalarial PfHsp90 inhibitor project, S. cerevisiae, BacTiter-Glo luminescence, single point, set 2. BacTiter-Glo ATP, 48 h; yeast lacking PDR1 and PDR3 efflux regulators. actives 0.32% (n = 310,000). inhibition, % at 9.4 µM;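 active = every replicate shows inhibition above about 80%, whatever the replicate mean, limit read from the data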;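 note: 0% = DMSO neutral controls and 100% = 20 µM radicicol positive controls; yeast relying on Plasmodium falciparum Hsp90 in place of its own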
MOR-DOR ag – agonists of OPRM1-OPRD1 heterodimerization, primary screen, cell-based, luminescence. Mu-type opioid receptor (Homo sapiens) + Delta-type opioid receptor (Homo sapiens), …. cells. activation, % at 9.3 µM. AID 504326, 2011. actives 0.3% (n = 340,000); in the data active = activation above about 18%;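 note: 0% = vehicle-treated cells and 100% = reference agonist; values of inactives mirror those of a sister screen read the other way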
DSG3 Ab inh – inhibitors of pemphigus antibody binding to DSG3, primary screen, biochemical, bead-based, flow cytometry, scFv-GFP; DSG3-coupled beads, scFv-anti-DSG3-GFP binding; stronger effect = lower value; binding (percent of control), % at 10 µM; actives 0.48% (n = 310,000);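 active = binding more than 3 SD below its plate's average and above zero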;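 note: hits lower antibody fragment binding to DSG3; some compounds called inactive have numbers as strong as hits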
HTR5A ag ctr – HTR5A agonists in luminescence cell assay, primary screen, counter-screen for OPRM1-OPRD1 heterodimer agonist project, full-deck HTS; 5-hydroxytryptamine receptor 5A (Homo sapiens), P47898; AID 504692, 2011; actives 0.61% (n = 340,000); cell-based; activation, % at 9.3 µM; in the data active = activation mostly above about 9.5%, no sharp cut-off; inactive = mostly below about 7.6%;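 note: 0% = cells with vehicle only and 100% = reference agonist; strong numbers were not always called active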
The depositor's hits bear a star; . = no result given.

SMILES	MOR-DOR inv ag	PKA-R1A act	HTR5A inv ctr	SUMO Mot1 rescue	AddAB inh	phage Ecoli inh	E coli growth	PfHsp90 set2	MOR-DOR ag	DSG3 Ab inh	HTR5A ag ctr
Cc1cc(C)c2oc(C(=O)N(Cc3ccc(F)cc3)C3CCS(=O)(=O)C3)cc(=O)c2c1 (configuration not stated)	6	-2	15	-5	1.5	0.5	0.0	36	-1.1	100	0
CCCc1nn(C)c(C(=O)Nc2ccc(C(C)(C)C)cc2)c1Cl	-14	-19	-7	-24	1.9	2.5	-1.3	-11	2.5	.	7
CN1CCN(C(=S)C(=O)Nc2ccc(Br)cc2)CC1	13	11	12	1	1.8	2.9	-0.4	.	-2.7	111	-5
COc1ccc(C(=O)Cn2cnc3ccccc3c2=O)cc1	5	2	10	-3	1.7	-1.2	3.1	22	-0.9	93	-4
COc1ccc2nc(NC(=O)Nc3ccccc3OC)sc2c1	-25	-13	0	17	1.5	0.0	3.1	-9	4.4	105	0
CC(C)CN(C(=O)c1cccc([N+](=O)[O-])c1)c1c(N)n(CC(C)C)c(=O)[nH]c1=O	16	-6	2	158	1.6	2.0	0.8	7	-2.9	111	-1
CC(=O)Nc1ccc2c(c1)nc(CCN1CCN(c3ccccn3)CC1)n2C	10	4	-21	1	.	0.8	.	-17	-2.1	101	5
O=C(NCCCN1CCCC1=O)c1cc(S(=O)(=O)N2CCOCC2)c(Cl)cc1Cl	7	-9	2	.	.	3.0	.	.	-1.1	107	5
COc1ccccc1/C=C/C=N/N1CCN(c2ccccn2)CC1	6	2	-16	-18	1.0	1.4	-2.3	12	-1.3	105	-2
COc1ccc(N(CC(=O)NCc2ccc(C)cc2)S(=O)(=O)c2c(C)[nH]c(=O)[nH]c2=O)cc1	6	-15	1	.	2.4	0.2	-0.2	-7	-1.1	103	1
O=C(NCc1ccco1)c1cc(-c2cccnc2)nc2ccccc12	15	-10	-23	64	-0.2	3.4	1.9	-25	-2.9	94	7
CCCCOC(=O)Nc1nc2ccc(OC)cc2s1	8	0	7	1	0.0	0.7	1.4	22	-1.5	90	0
CC(C)NCCCCOc1cccc(Br)c1	-6	7	-51	5	3.5	4.2	0.9	-6	1.0	133	2
CCOC(=O)c1c(C)[nH]c(C(=O)COC(=O)c2oc3ccccc3c2C)c1C	18	-4	5	38	-1.7	4.5	-1.4	-1	-3.4	97	0
N#CCSc1nc(N)c(C#N)c(C2CCCCC2)c1C#N	0	-5	-20	-18	1.3	2.9	1.1	7	-0.1	105	5
Cc1ccc(Oc2ccc(Oc3ccc(C)cc3)nn2)cc1	-28	3	11	-2	4.4	2.9	-1.6	14	5.5	.	-4
COP(=O)(c1ccc(N(C)C)cc1)C(O)c1ccccc1 (configuration not stated)	8	18	8	15	1.3	0.3	-0.5	-24	-1.7	103	-2
Cc1sc(N/N=C/C=C/c2ccccc2)nc1-c1ccccc1	-16	-1	-8	6	1.6	0.3	1.8	-2	2.6	98	3
NC(=O)C1CCN(C(=O)CN2CCN(c3cccc(C(F)(F)F)c3)CC2)CC1	7	-1	-1	17	0.7	0.0	-2.7	-13	-1.1	.	-3
C/C(=N\NC(=O)c1ccc(O)cc1)c1ccc(N2CCOCC2)cc1	4	-5	-11	11	2.2	5.0	-1.7	18	-0.6	100	4
Cc1ccc(C2=CC(c3ccc(C)cc3)n3ncnc3N2)cc1 (configuration not stated)	-21	-6	-30	-3	1.1	-2.2	-4.1	13	3.6	103	7
CCc1cc2c3c(c(=O)oc2cc1OC)CCCC3	-15	-9	-9	20	-3.2	1.8	-2.1	-13	2.6	101	2
Cc1ccc(F)cc1NC(=O)CSc1nc(Nc2ccccc2)nc(N2CCOCC2)n1	5	3	3	-3	0.4	1.6	0.0	9	-0.9	96	3
COc1ccccc1-n1c(SCC(=O)N2CCOCC2)nc2ccccc2c1=O	11	8	-10	369	5.4	4.3	0.6	-5	-1.8	96	5
COc1cc(C(=O)NC(c2ccccc2)c2ccccc2)cc(Cl)c1OC	-3	5	-1	20	-1.8	.	-3.4	-22	0.6	123	12
Cc1nc2nc(COc3ccccc3)[nH]n2c(=O)c1C	0	-13	-5	-1	5.1	4.0	0.6	-15	-0.1	104	2
COc1ccc(C)cc1NC(=O)C(OC(=O)c1cnc(C)cn1)c1ccccc1 (configuration not stated)	-3	-4	-21	3	0.3	2.3	0.6	9	0.4	96	-2
CCOCCCNC(=O)C1CCN(C(=O)N(C)C)CC1	11	4	0	9	1.3	0.0	0.1	-10	-1.9	106	1
Cc1ccc(Sc2ncccc2/C=N/O)cc1	12	11	4	1	2.5	3.0	0.3	1	-2.4	96	5
O=C(CN1C(=O)NC2(CCCc3ccccc32)C1=O)Nc1ccccc1OC(F)F (configuration not stated)	11	-14	-7	.	2.3	2.3	1.4	-5	-2.0	108	2
CC(C)n1ncc(N2CCOCC2)c(Cl)c1=O	0	-3	-22	-10	0.0	-0.2	0.6	-12	0.0	106	6
Cc1ccnc(NC(=O)CNC(=O)c2cccs2)c1	26	1	-8	-10	0.2	3.0	1.1	-19	-5.3	104	2
Cc1cc2c(cc(C(=O)OCC(=O)NCc3ccco3)n2C)s1	-3	-2	7	-22	3.8	2.8	0.6	.	0.5	98	3
CCCn1c(C(C)Nc2nc(-c3cccc(Br)c3)cs2)nc2ccccc21 (configuration not stated)	-6	9	18	44	2.7	1.1	-0.4	-4	1.0	101	-7
CC(C)NC(=O)/C(C#N)=C/c1ccc2c(c1)OCCO2	-8	-21	-23	257	-1.5	2.1	-3.5	4	1.1	99	3
Cc1ccc2nc(C)c(Cl)c(=O)n2c1	7	2	-17	-2	3.3	3.5	-0.2	51	-1.4	.	5
Cc1cc(OCC(=O)NCCc2ccc(Cl)cc2)c2c(C)cc(=O)oc2c1	14	1	-14	1	1.6	-2.2	-3.0	-3	-2.8	79	3
Cc1ccc(NC(=O)NCc2cccnc2)cc1	7	-1	-6	65	-0.9	1.1	0.2	-5	-1.3	.	9
C[C@]12CCC3C(CC[C@H]4CC(O)CC[C@]34C)C1CC/C2=N/NC(=O)c1ccncc1 (some centres not stated)	2	-8	-26	93	1.6	2.3	0.2	3	-0.4	95	7
COc1ccc(CC(=O)Oc2ccc(C)cc2C)cc1	-17	-7	-3	6	4.0	2.2	2.4	1	3.5	98	1
CCOC(=O)C1=C(O)/C(=C\c2ccc(O)c(OCC)c2)N=C1C	13	5	-2	-4	1.4	-1.1	2.2	-4	-2.5	102	1
Cc1[nH]n(-c2cccc3ccccc23)c(=O)c1C=Nc1ccc2[nH]c(=O)[nH]c2c1	0	-10	22	-5	5.1	2.5	0.9	-19	0.1	.	-9
Cc1nnc(SCC(=O)NC2CCCCC2C)s1 (configuration not stated)	14	0	-13	0	0.3	1.5	-0.8	1	-2.2	86	5
Clc1ccc(COn2c(-c3ccccc3)nc3ccccc32)cc1	-7	-5	5	211	0.3	0.6	-2.4	6	1.4	99	-2
Cc1[nH][nH]c(=O)c1N=Nc1ccc(S(N)(=O)=O)cc1	.	.	.	-19	5.9	-3.1	1.8	.	.	101	.
N#CCCn1c(SCC(=O)NCC2CCCO2)nc2ccccc21 (configuration not stated)	7	3	-6	799	-2.9	6.5	0.8	2	-1.3	103	-4
COc1c(Cl)cc(Cl)cc1C(=O)Nc1ccc(CN2CCOCC2)cc1	6	9	-2	356*	.	3.8	.	7	-1.2	100	0
Cc1ccc(-n2cc3ccc([N+](=O)[O-])cc3n2)cc1	-41	-13	-33	.	0.8	3.8	-0.5	-9	6.7	112	6
Cc1ccc(S(=O)(=O)N(C)c2ccc(OC(=O)CN3C(=O)NC(C)(c4ccccc4)C3=O)cc2)cc1C (configuration not stated)	-21	2	8	.	.	1.9	.	-4	5.1	114	-3
CC(=O)Nc1ccc(NC(=O)[C@H](C)NC(=O)c2ccco2)cc1	13	3	10	-13	-1.4	3.0	2.8	-2	-2.4	103	-4
O=C(CNS(=O)(=O)c1ccccc1)Nc1ccccc1Br	7	-5	-3	-4	0.1	-0.2	-0.2	25	-1.4	111	1
O=C(Nc1ccc(C(=O)N2CCC(N3CCOCC3)CC2)cc1)c1ccc(Br)o1	7	5	-18	-13	-1.8	-0.3	-0.9	1	-1.6	108	1
Cc1cc(C)c(C)c(/C=C(/C#N)C(N)=S)c1C	-18	3	7	121	3.3	1.0	1.3	6	3.6	102	6
Cc1cccc(C(C)C)c1NC(=O)CSc1ncnc2[nH]ncc12	4	-8	-21	6	-0.5	6.6	2.4	-33	-0.9	.	8
COc1ccccc1N1CCN(S(=O)(=O)c2ccc(Br)s2)CC1	-14	-11	-27	.	0.8	2.6	-0.8	37	2.6	109	-1
CCOC(=O)c1ccc(NC(=O)CSc2nnc(CNC(=O)c3c(F)cccc3Cl)o2)cc1	-1	-4	-23	3	0.3	2.5	-3.7	-2	0.1	.	1
COc1ccc(Cl)cc1NC(=O)CCN1CCN(Cc2ccccc2)CC1	8	-9	1	5	3.6	2.4	1.0	1	-1.6	101	0
COc1ccc(N)c2c1OCCC2=O	-17	-2	-4	-28	3.6	2.2	0.4	-5	2.8	99	0
O=C1CN(S(=O)(=O)c2ccccc2C(F)(F)F)CCN1	4	1	2	-8	3.1	1.1	1.4	37	-0.8	100	-1
O=C(c1cccc(F)c1)N1CCC(N2CCOCC2)CC1	1	-9	-2	7	4.8	-1.3	0.9	-19	-0.2	122	1
Cc1ccc(-n2c(N)c(C(=O)N3CCOCC3)sc2=S)c(C)c1	5	-10	8	6	-1.4	2.0	-2.5	6	-0.8	110	-3
CC(C)CN(C(=O)C1COc2ccccc2O1)c1c(N)n(CC(C)C)c(=O)[nH]c1=O (configuration not stated)	12	-11	8	1	2.4	-0.1	1.9	11	-3.0	111	1

2 of the compounds above, with two lines to a compound.
Value order – MOR-DOR inv ag, PKA-R1A act, HTR5A inv ctr, SUMO Mot1 rescue, AddAB inh, phage Ecoli inh, E coli growth, PfHsp90 set2, MOR-DOR ag, DSG3 Ab inh, HTR5A ag ctr
> COc1ccc(N)c2c1OCCC2=O
→ -17, -2, -4, -28, 3.6, 2.2, 0.4, -5, 2.8, 99, 0
> O=C1CN(S(=O)(=O)c2ccccc2C(F)(F)F)CCN1
→ 4, 1, 2, -8, 3.1, 1.1, 1.4, 37, -0.8, 100, -1
